Compound activity from PubChem BioAssay.
CHRM4 antagonist = CHRM4 antagonism in calcium assay | P08173 | inhibition, % at 3 µM | actives 0.73% (n = 360,000) | AID 624125 | CHO-hM4 cells, ACh EC80, Fluo-8 calcium fluorescence;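 active = inhibition above its plate's cutoff, the mean inhibition of sample wells plus 3 SD, cut at about 27% in these data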;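 also: 0% = acetylcholine EC80 with DMSO and 100% = DMSO without agonist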
Target sequence (P08173 whole entry, looked up): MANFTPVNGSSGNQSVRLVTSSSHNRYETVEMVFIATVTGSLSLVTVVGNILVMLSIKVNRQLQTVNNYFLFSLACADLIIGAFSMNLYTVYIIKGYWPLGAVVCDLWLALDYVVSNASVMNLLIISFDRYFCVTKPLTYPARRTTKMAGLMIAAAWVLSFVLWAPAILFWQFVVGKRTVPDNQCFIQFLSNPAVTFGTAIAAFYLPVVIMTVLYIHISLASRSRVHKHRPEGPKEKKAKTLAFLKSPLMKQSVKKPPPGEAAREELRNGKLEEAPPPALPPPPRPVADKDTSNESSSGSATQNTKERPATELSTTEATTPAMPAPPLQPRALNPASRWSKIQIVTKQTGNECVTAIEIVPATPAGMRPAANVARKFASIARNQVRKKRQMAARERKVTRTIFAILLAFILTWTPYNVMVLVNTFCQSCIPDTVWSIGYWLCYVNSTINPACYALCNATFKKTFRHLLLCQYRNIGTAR
M1 ag parental = M1 agonist counterscreen hit in parental CHO-K1 cells; Fluo-8 calcium fluorescence; scaled to maximal ATP response, vehicle zero; activation, % at 3 µM; actives 0.48% (n = 360,000); in the data active = activation above about 15%;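 also: untransfected CHO-K1 host cells lacking M1 receptor as counterscreen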
CHRM5 agonist = CHRM5 agonism in calcium assay; P08912; CHO-K1 hM5 cells, Fluo-8 calcium fluorescence; 0% DMSO wells, 100% maximal acetylcholine response; activation, % at 3 µM; actives 0.19% (n = 360,000);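 active = activation above the run's mean over test compounds plus 3 SD, cut at about 23% in these data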;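 also: signal is peak over basal fluorescence ratio across the kinetic read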
Target sequence (P08912 whole entry, looked up): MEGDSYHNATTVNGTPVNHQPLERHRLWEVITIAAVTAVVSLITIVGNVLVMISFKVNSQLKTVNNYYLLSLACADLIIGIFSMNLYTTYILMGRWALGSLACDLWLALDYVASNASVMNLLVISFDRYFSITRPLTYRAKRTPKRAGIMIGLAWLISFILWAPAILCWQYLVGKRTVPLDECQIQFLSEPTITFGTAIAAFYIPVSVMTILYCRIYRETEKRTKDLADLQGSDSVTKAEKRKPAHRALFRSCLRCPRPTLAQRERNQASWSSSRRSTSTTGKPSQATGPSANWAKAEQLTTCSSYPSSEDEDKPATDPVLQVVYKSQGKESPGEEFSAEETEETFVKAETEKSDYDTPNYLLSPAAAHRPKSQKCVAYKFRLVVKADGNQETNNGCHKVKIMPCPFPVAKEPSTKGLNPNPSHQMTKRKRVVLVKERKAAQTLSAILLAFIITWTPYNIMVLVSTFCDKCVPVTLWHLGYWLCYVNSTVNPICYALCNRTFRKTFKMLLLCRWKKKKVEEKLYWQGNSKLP
CHRM5 PAM = positive allosteric modulators of human muscarinic M5 receptor. AID 624038. CHO-K1 hM5, Fluo-8 calcium, ACh EC20 PAM; 0% = ACh EC20, 100% = ACh EC100. activation, % at 3 µM. actives 0.3% (n = 360,000). P08912;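 active = activation above the run cutoff, the mean activation of all test compounds plus 3 SD, cut at about 18% in these data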
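Replicates: One well per compound, no replicates | System: Human M5 receptor in CHO-K1 cells | Benchmarks: Low control EC20 acetylcholine (0%), high control EC100 acetylcholine (100%) | Probe or stimulus: Acetylcholine, EC20 level | Times: Fluo-8 loading 80 min at 37 °C plus 30 min room temperature | Signal: Intracellular calcium via Fluo-8 fluorescence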
M1 PAM parental = counter-screen for M1 PAMs: effect in parental CHO-K1 cells | ATP EC20, Fluo-8 calcium fluorescence; 0% at ATP EC20, 100% at ATP max | activation, % at 3 µM | actives 0.02% (n = 360,000) | AID 602247;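 active = activation above the run cutoff, the mean activation of all test compounds plus 3 SD, cut at about 40% in these data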;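 also: peak over basal fluorescence ratio in a 140 s read after ATP addition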
CHRM5 antagonist = CHRM5 antagonism in calcium assay; CHO-hM5 cells, Fluo-8 calcium fluorescence, ACh EC80; inhibition, % at 3 µM; actives 0.59% (n = 360,000); AID 624040;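 active = inhibition above a per-plate cutoff, the mean of that plate's test compounds plus 3 SD, cut at about 27% in these data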;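 also: 0% = acetylcholine EC80 with DMSO and 100% = DMSO without agonist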
CHO-K1 Ca antag = M1 antagonist counterscreen hit in parental CHO-K1 cells; ATP-induced calcium, Fluo-8 fluorescence; inhibition, % at 3 µM; actives 0.6% (n = 360,000);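 active = inhibition above a per-plate cutoff, the plate's mean sample inhibition plus 3 SD, cut at about 24% in these data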;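 also: 0% = DMSO plus EC80 ATP and 100% = DMSO alone without ATP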
CHRM4 agonist = CHRM4 agonism in calcium assay. CHO-K1 hM4/Gqi5, Fluo-8 calcium fluorescence; vehicle 0%, full acetylcholine response 100%. P08173. activation, % at 3 µM. actives 0.14% (n = 360,000);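 active = activation above the run mean over all test wells plus 3 SD, cut at about 32% in these data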;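 also: peak over basal fluorescence ratio per well then scaled between controls; 0% = DMSO wells and 100% = acetylcholine at EC100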
M4 PAM = potentiates acetylcholine response at human M4 receptor; activation, % at 3 µM; CHO-K1 hM4/Gqi5, Fluo-8 calcium fluorescence, ACh EC20; 0% = ACh EC20, 100% = maximal ACh; P08173; actives 0.4% (n = 360,000);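 active = activation above its plate's cutoff, the mean activation of sample wells plus 3 SD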; also: some results filed as inactive read as strong as hits
* = called active by the depositor; & = joins results of further samples. These rows are one share of the data, so the mix of outcomes need not match the whole.

Under each structure – CHRM4 antagonist	M1 ag parental	CHRM5 agonist	CHRM5 PAM	M1 PAM parental	CHRM5 antagonist	CHO-K1 Ca antag	CHRM4 agonist	M4 PAM
- O=P(O)(Oc1ccccc1)OC(c1ccccc1)C(F)(F)C(F)(F)F (stereo not drawn)
 : 6	0.1	-3	-9	5	10	-18	2	4
- O=C(NC1(C(F)(F)F)Oc2ccc(Cl)cc2O1)N1CCC2(CC1)OCCO2 (stereo not drawn)
 : -3	1.1	-5	6	16	-3	-8	0	7
- CSc1cccc(NP2(=O)OCC(C)([N+](=O)[O-])CO2)c1 (stereo not drawn)
 : 1	1.0	5	1	2	-1	-4	4	5
- Cn1cccc1/C=C1/C(=O)NC(=O)N(Cc2ccccc2)C1=O
 : -1	1.4	0	1	23	-2	-9	1	-2
- O=C(c1ccc(C(F)(F)F)cc1)C1CCCN(Cc2ccc(CO)o2)C1 (stereo not drawn)
 : 7	0.6	-17	-1	10	-2	-9	2	-33
- Cc1ccc2c(c1)C1CN(C)CCC1N2C(=O)Nc1cccc(C(F)(F)F)c1 (stereo not drawn)
 : -1	2.1	-5	4	9	9	10	7	0
- OC(COCc1ccc(Cl)cc1)CN1CC=C(c2ccccc2)CC1 (stereo not drawn)
 : -3&11	1.0&1.4	-2&-12	2&-8	9&3	-4&14	-4&0	3&3	-5&-9
- COc1ccc(CNCCc2ccccc2F)c(OC)c1C
 : -3	3.3	-6	4	13	5	-7	5	2
- C=CCOC(=O)C1C(C(=O)O)C2(Cl)C(Cl)=C(Cl)C1(Cl)C2(Cl)Cl (stereo not drawn)
 : -7	1.2	3	2	26	-3	-15	2	3
- NS(=O)(=O)c1ccc(N=Nc2c(O)[nH]c(=S)[nH]c2=O)cc1
 : -9	1.5	-4	1	28	3	-12	0	9

Exported comma-delimited: part of the list above
smiles,CHRM4 antagonist,M1 ag parental,CHRM5 agonist,CHRM5 PAM,M1 PAM parental,CHRM5 antagonist,CHO-K1 Ca antag,CHRM4 agonist,M4 PAM
OC(COCc1ccc(Cl)cc1)CN1CC=C(c2ccccc2)CC1 (stereo not drawn),-3&11,1.0&1.4,-2&-12,2&-8,9&3,-4&14,-4&0,3&3,-5&-9
O=C(c1ccc(C(F)(F)F)cc1)C1CCCN(Cc2ccc(CO)o2)C1 (stereo not drawn),7,0.6,-17,-1,10,-2,-9,2,-33

Further records
Under each structure – CHRM4 antagonist	M1 ag parental	CHRM5 agonist	CHRM5 PAM	M1 PAM parental	CHRM5 antagonist	CHO-K1 Ca antag	CHRM4 agonist	M4 PAM
- CN1CCN(Cc2nc3ccccc3c(=O)[nH]2)CC1
 : -3	0.2	-3	-2	-10	5	12	0	10
- O=C(C(=O)N1CCOCC1)c1cn(Cc2c(F)cccc2Cl)c2ccccc12
 : -6	0.0	1	4	7	-1	0	1	0
- C=CCn1c(O)c(C(C)=NCc2cccnc2)c(=O)[nH]c1=O
 : 8	0.5	0	4	15	-9	-10	0	-7
- Cc1cccc(-n2c(-c3ccccc3)nc3ccccc3c2=O)n1
 : 9	0.2	2	2	3	0	8	1	-9
- Cc1cccnc1-n1c(-c2ccco2)nc2ccccc2c1=O
 : 12	0.4	-3	-7	15	6	-2	0	-3
- COc1ccc(C[C@@H]2c3cc(O)c(OC)cc3CCN2C)cc1O
 : -11	-0.5	2	13	-9	-30	9	2	7
- O=c1[nH]c(=S)n(-c2cccc(Cl)c2)c(O)c1C=NCCN1CCNCC1
 : -2	1.3	-4	6	5	3	-15	2	-1
- COc1cc2c(cc1O)CC1c3c(cc(O)c(OC)c3-2)CCN1C (stereo not drawn)
 : 1	0.4	2	0	5	4	6	0	0
- Oc1ccc(C[C@H]2NCCc3cc(O)c(O)cc32)cc1O
 : 10	0.8	-3	5	6	3	-7	2	5
- CN(C)C(Cc1ccccc1)C(=O)c1c[nH]c2ccccc12 (stereo not drawn)
 : -20	-0.2	-2	1	-10	-4	22	3	-1

Next part:
Under each structure – CHRM4 antagonist	M1 ag parental	CHRM5 agonist	CHRM5 PAM	M1 PAM parental	CHRM5 antagonist	CHO-K1 Ca antag	CHRM4 agonist	M4 PAM
- Cc1nc2c(=O)n(C)c(=O)nc-2n(C)n1
 : 12	5.3	5	3	21	14	-9	4	3
- Cc1ccc(C)c(OCc2cc(C(=O)N3C[C@H]4C[C@@H](C3)c3cccc(=O)n3C4)no2)c1
 : 5	1.3	-3	-4	6	6	-2	2	-5
- Cc1cccc(NC(=O)OC2CN3CCC2CC3)c1 (stereo not drawn)
 : 2	-0.2	-21	-24	4	10	4	0	-17
- CC(C)(C)C1(CCO)C(=O)NC(=S)NC1=O
 : -16	0.2	0	9	12	11	-4	1	10
- COC(=O)C1=C(c2ccc(OCc3ccccc3)cc2)C[C@@H]2CC[C@H]1N2C(=O)NCc1ccccc1OC
 : -25	0.1	-1	-1	0	-2	-7	0	5
- CCCN(CCC)[C@@H]1CCc2cccc(O)c2C1
 : 22	0.3	-2	-6	12	2	-1	0	-12
- COc1ccc(Cn2c(O)c(/C=N/NC(=O)c3ccccc3O)c(=O)[nH]c2=O)cc1
 : 0	0.6	1	-4	17	-1	-17	0	1
- COC(=O)C1=C(c2cccc(OC)c2OC)C[C@@H]2CC[C@H]1N2C(=O)NCc1ccc(F)cc1
 : -20	0.1	-4	-6	-6	11	-4	1	3
- C=CCn1c(O)c(C(C)=NCCCO)c(=O)[nH]c1=O
 : 11	0.4	-1	6	19	-9	-3	0	1
- CCCCn1c(=O)c(C(=O)NCc2ccccc2)c(O)c2ccccc21
 : 1	0.1	0	8	12	-9	9	1	4

More records:
Under each structure – CHRM4 antagonist	M1 ag parental	CHRM5 agonist	CHRM5 PAM	M1 PAM parental	CHRM5 antagonist	CHO-K1 Ca antag	CHRM4 agonist	M4 PAM
- Cn1c(O)c(/C=N/N2CCOCC2)c(=O)n(C)c1=S
 : -1	0.8	-4	5	12	2	-5	1	-11
- COC(=O)C1=C(c2cc3ccccc3o2)C[C@@H]2CC[C@H]1N2C
 : 3	0.5	-11	-18	5	8	-5	0	-8
- CC12C=CC(=O)C=C1CC(O)C1C2CCC2(C)C1CCC2(C)O (stereo not drawn)
 : -7	0.1	-1	6	14	13	-7	2	11
- O=C(Nc1ccncc1)c1cccn(Cc2ccccc2)c1=O
 : 2	32*	3	-9	-12	7	11	8	-8
- CCC(C)n1c(O)c(C=NCCc2ccccc2)c(=O)[nH]c1=S (stereo not drawn)
 : 5	1.8	2	-3	12	0	-12	3	-2
- COc1ccc(N=Cc2c(O)n(Cc3ccccc3)c(=S)[nH]c2=O)c(OC)c1
 : -2	0.0	1	-1	10	4	-3	0	-15
- Cc1cc(OCC(=O)NCc2ccncc2)c2c3c(c(=O)oc2c1)CCC3
 : -1	1.5	-2	3	0	-6	-6	0	4
- C[C@@H]1CN([C@H](C)CO)C(=O)CCCn2cc(nn2)CO[C@H]1CN(C)C(=O)Oc1ccc2ccccc2c1
 : 15	-0.1	1	2	-9	0	5	0	-10
- CCn1c(C(=O)N2CCC(C(=O)N3CCC4(CC3)OCCO4)CC2)cc2sccc21
 : -6	2.5	4	-5	6	-5	-18	7	1
- CC(=O)O[C@@]12CO[C@@H]1C[C@@H](O)[C@@]1(C)C(=O)[C@H](O)C3=C(C)[C@@H](OC(=O)[C@H](O)[C@@H](NC(=O)c4ccccc4)c4ccccc4)C[C@@](O)([C@@H](OC(=O)c4ccccc4)C12)C3(C)C (stereo partly drawn)
 : -15	0.0	1	-1	16	-3	-8	2	4

Further compounds follow.
Under each structure – CHRM4 antagonist	M1 ag parental	CHRM5 agonist	CHRM5 PAM	M1 PAM parental	CHRM5 antagonist	CHO-K1 Ca antag	CHRM4 agonist	M4 PAM
- COc1ccccc1N1C(=O)NC(=O)C(CCc2ccncc2)(CCc2ccncc2)C1=O
 : -15	0.3	3	28*	6	4	-3	0	11
- CCC(CC)C(=O)NC1CCSC1=O (stereo not drawn)
 : 4	0.8	1	-2	20	3	-4	2	6
- COC(=O)C1=C(c2ccc(OC(F)(F)F)cc2)C[C@@H]2CC[C@H]1N2C(=O)N1CCOCC1
 : 5	2.2	5	3	27	2	-11	2	6
- COc1cc(N2C(=O)CC(=O)NC2=O)cc(OC)c1OC
 : -4	0.9	2	3	2	2	-1	1	0
- COC(=O)C1=C(c2cccc(OCc3ccccc3)c2)C[C@@H]2CC[C@H]1N2C(=O)NCc1ccc(C(C)(C)C)cc1
 : -1	0.8	2	2	8	8	-13	2	-1
- CC(=O)N1CCC2(CC1)CC(=O)c1cc(OCC(=O)N3CCC4(CC3)OCCO4)ccc1O2
 : -2	0.1	1	-6	6	6	-4	1	-12
- CCN(CC)C(=O)c1ccc(NC(=O)c2ccc3c(c2)NC(=O)CS3)cc1
 : 3	0.4	-8	1	10	22	-7	1	2
- Cc1ccccc1-n1c(O)c(/C=N/N2CCOCC2)c(=O)[nH]c1=S
 : 8	0.8	2	4	20	-6	-7	2	-2
- CC(C)Cc1[nH]c(=O)c(C#N)c2c1CCC2
 : -7	0.0	-1	6	13	-11	-3	1	0
- CCCCOC(=O)C1=C(N)OC2=C(C(=O)CCC2)[C@]12C(=O)N(C)c1ccccc12
 : -2	0.5	-3	9	-5	-14	-3	2	14

Carrying on.
Under each structure – CHRM4 antagonist	M1 ag parental	CHRM5 agonist	CHRM5 PAM	M1 PAM parental	CHRM5 antagonist	CHO-K1 Ca antag	CHRM4 agonist	M4 PAM
- CCOc1ccc(-n2c(O)c(C=Nc3ccc(NC(C)=O)cc3)c(=O)[nH]c2=O)cc1
 : 1	0.9	2	-4	14	13	-10	6	0
- OC1(CN2CCOCC2)C2CC3CC(C2)CC1C3 (stereo not drawn)
 : 6	0.3	-7	5	5	2	1	1	2
- COc1ccc(C(=O)CC2C(=O)N(C)C(=O)N(C)C2=O)cc1
 : -2	0.6	-1	-3	-7	9	7	1	6
- CSc1ccccc1C(=O)C1CCCN(Cc2ccncc2)C1 (stereo not drawn)
 : 18	2.6	-18	-19	15	19	-14	3	-33
- Cc1cc(C=C(C#N)C#N)ccc1N1CCCC1
 : 8	16*	13	-8	-5	13	14	11	-1
- CC(C)C(=O)Nc1ccc(N2CCN(C)CC2)c(F)c1
 : -2	-0.1	-1	-2	1	8	3	0	6
- Cc1cc(=O)oc2c(C)c(OCC(=O)N3CCC(C(=O)O)(c4ccccc4)CC3)ccc12
 : -16	-0.3	3	3	15	3	6	1	2
- Oc1ccc(Cl)cc1Cc1ccccc1
 : -7	0.5	-4	-7	13	14	-23	-1	0
- CC(C)C(=O)NC(Oc1ccccc1Cl)C(Cl)(Cl)Cl (stereo not drawn)
 : 0	-0.4	-3	-6	7	9	-9	-2	-4
